From PubChem
ZTA DNA inh = blocks Epstein-Barr virus ZTA, an EBNA-1 counter-screen; P03206; ZTA-DNA binding, fluorescence polarization; inhibition, % at 11 µM; hit rate 0.15% among 320,000; in the data active means inhibition above about 33%
procasp7 counter = counter-screen: procaspase-7 (human) activation. P55210. recombinant procaspase-7, Ac-DEVD-pNA absorbance 405 nm; D23A/D198A/D206A triple mutant, cannot self-cleave; scale: DMSO 0, 5 µM enzyme 100. hit rate 0.093% among 330,000. AID 463210. activation, % at 8.5 µM;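 active means percent activation above the screen-wide mean plus 3 SD, cut at about 25% in these data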
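buffer or medium = Zinc-free HEPES/NaCl buffer, pH 7.4 | material = Procaspase-7 triple mutant (PC-7 D3A) | input = 2 µM procaspase-7 mutant as dispensed | signal = Epi-absorbance of released pNA at 405 nm, two timepoints | timing = 1 h preincubation, 2 h reaction | replicates = singlicate compound testing | evaluation = % activation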
MEP2-GFP yeast = yeast TOR pathway MEP2-GFP modulation. hit rate 0.51% among 330,000. S. cerevisiae MEP2-GFP strain, flow cytometry GFP, 3 h; 100% = DMSO control level. AID 2016. GFP response vs DMSO, % at 10 µM;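 active means GFP response versus DMSO above a set limit, roughly screen mean plus 3 SD, cut at about 180% in these data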;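 further: median GFP fluorescence of the barcode-gated MEP2-GFP cells per well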
AHR act = activators of human aryl hydrocarbon receptor; activation, % at 5 µM; AHR-responsive luciferase reporter cells, luminescence; hit rate 2.5% among 320,000; in the data active means activation above about 47%;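 further: 0% = vehicle wells and 100% = reference agonist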
EBNA-1 inhibitor = blocks EBNA-1 binding to DNA; EBNA-1 DNA binding, fluorescence polarization; inhibition, % at 14.8 µM; hit rate 0.34% among 300,000; AID 1950; in the data active means inhibition above about 28%
LAP4 TOR yeast = alters LAP4-GFP fluorescence in TOR pathway yeast screen; hit rate 0.34% among 320,000; GFP response vs DMSO, % at 10 µM; S. cerevisiae LAP4-GFP multiplex, flow cytometry GFP, 3 h; median GFP as percent of DMSO wells; AID 2023;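 active means GFP response vs DMSO above a set limit, about the screen mean plus 3 SD, cut at about 150% in these data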
RPL19A TOR yeast = yeast TOR pathway RPL19A-GFP modulation; S. cerevisiae RPL19A-GFP strain, flow cytometry, 3 h; hits give low values; hit rate 0.3% among 330,000; percent response vs DMSO, % at 10 µM;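 active means percent response vs DMSO below 50%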;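 further: median channel GFP fluorescence of the barcoded RPL19A-GFP strain; ratio of sample median GFP to plate DMSO average so 100% = DMSO; lower means less RPL19A-GFP as with rapamycin TOR inhibition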
procasp3 activ = procaspase-3 (human) activation; P42574; recombinant procaspase-3 D3A, Ac-DEVD-pNA absorbance 405 nm; activation, % at 8.5 µM; hit rate 0.11% among 330,000; AID 463141;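 active means activation above the mean of all tested compounds plus 3 SD, cut at about 21% in these data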;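 further: 0% = DMSO alone and 100% = DMSO wells spiked with extra 5 µM PC-3 D3A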
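Evaluation: percent activation relative to control range; Material: Procaspase-3 D3A mutant, all three cleavage aspartates alanine; Compound: single dose, 8.5 µM nominal compound, 0.8% DMSO; Replication: one well per compound; Signal: absorbance at 405 nm, 0 and 120 min; Schedule: 1 h preincubation plus 2 h reaction at 25 °C.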
Numbers without * were called inactive; x = no result given; [ ] = dose if it differs, or a comment.

SMILES	ZTA DNA inh	procasp7 counter	MEP2-GFP yeast	AHR act	EBNA-1 inhibitor	LAP4 TOR yeast	RPL19A TOR yeast	procasp3 activ
Cc1cc(OCC(=O)OCC(=O)Nc2cc(S(=O)(=O)N3CCOCC3)ccc2Cl)ccc1Cl	x	3	91	0	x	95	98	7
Cc1nn(-c2ccccc2)c2sc(C(=O)NC3CCCCC3)cc12	5	-2	90	24	5	90	91	-5
Cc1cc(Cl)c(S(=O)(=O)Nc2ccc(S(=O)(=O)N3CCOCC3)cc2)cc1OCC(N)=O	8	-4	99	-2	6	98	104	1
Cc1onc(-c2ccccc2)c1C(=O)Nc1ccc(OC(C)C)cc1	-1	4	105	0	-5	105	102	-4
COc1ccc(C(=O)NC2CC(C)(C)Cc3c2cnn3-c2ccccc2C)c(OC)c1OC (stereo unspecified)	-6	7	107	5	-7	103	108	8
O=c1[nH]c2cc(Cl)cc(Cl)c2[nH]c1=O	-14	11	99	3	0	103	101	2
COc1ccccc1NC(=S)NCCc1ccccc1	-12	1	113	6	7	109	99	-9
CC(C)(C)c1ccc(C(CC(=O)O)NS(=O)(=O)Cc2ccccc2)cc1 (stereo unspecified)	4	-4	99	0	-2	88	98	5
Cc1ccccc1NC(=O)COc1nsnc1N1CCOCC1	-4	4	105	2	4	98	98	-2
C/C(N)=C(/C#N)C(=O)CSc1nnc(Nc2cccc(C)c2)s1	0	10	86	9	9	91	86	-4
COc1ccc(C(=O)O)cc1S(=O)(=O)N1CCN(Cc2ccc3c(c2)OCO3)CC1	x	-9	106	0	x	89	99	0
O=C(c1ccccc1)N1CCN(c2ccc([N+](=O)[O-])cc2-n2cccc2)CC1	-2	0	97	1	2	117	92	6
COc1cccc(CNC(=O)CCC2CCCN(C(=O)c3ccc(F)c(Cl)c3)C2)c1 (stereo unspecified)	7	-3	100	0	6	101	102	10
Cc1ccc(NC(=O)C2(N3CCC3=O)CCCCC2)cc1	4	2	103	2	-1	94	112	2
Cc1c(C#N)c(NC(=O)CCl)n(Cc2cccs2)c1C	-9	3	103	5	-10	96	96	2
O=C(NCCN1CCOCC1)c1ccc2c(c1)N(Cc1ccccc1F)C(=O)CS2	-3	-2	97	-2	1	101	94	-3
COCCSc1nnc(NS(=O)(=O)c2ccc(C)cc2)s1	11	-8	103	-2	-4	96	98	1
CC(C)n1c(SCC(=O)Nc2nncs2)nnc1C1CC1	-2	2	101	4	3	96	105	4
CN1CCN(S(=O)(=O)c2cccc(C(=O)N3CCN(c4ccccc4F)CC3)c2)CC1	-20	2	109	-1	x	105	106	-7
Cc1cccc(NC(=O)CSc2cc(C)c(C#N)c3nc4ccccc4n23)c1	10	-6	102	1	1	104	102	2
CC(CCc1ccccc1)NC(=O)Cc1ccc(Br)cc1 (stereo unspecified)	2	-7	97	-1	-3	92	104	5
O=C(NC1CC2CCCC(C1)N2S(=O)(=O)c1ccccc1)c1ccco1 (stereo unspecified)	-1	1	107	12	-12	107	105	1
CCOC(=O)N1CCC(NC(=O)CCC(=O)N2CC(C)Oc3ccccc32)CC1 (stereo unspecified)	-18	3	109	1	-3	101	100	-2
CCOc1ccccc1N1C(=O)c2ccc(C(=O)Nc3cccnc3)cc2C1=O	11	9	91	3	-5	83	100	-1

Given with values under each structure: 14 of the compounds above
Under each structure: ZTA DNA inh, procasp7 counter, MEP2-GFP yeast, AHR act, EBNA-1 inhibitor, LAP4 TOR yeast, RPL19A TOR yeast, procasp3 activ
- Cc1cc(OCC(=O)OCC(=O)Nc2cc(S(=O)(=O)N3CCOCC3)ccc2Cl)ccc1Cl
  x, 3, 91, 0, x, 95, 98, 7
- Cc1nn(-c2ccccc2)c2sc(C(=O)NC3CCCCC3)cc12
  5, -2, 90, 24, 5, 90, 91, -5
- Cc1cc(Cl)c(S(=O)(=O)Nc2ccc(S(=O)(=O)N3CCOCC3)cc2)cc1OCC(N)=O
  8, -4, 99, -2, 6, 98, 104, 1
- Cc1onc(-c2ccccc2)c1C(=O)Nc1ccc(OC(C)C)cc1
  -1, 4, 105, 0, -5, 105, 102, -4
- COc1ccc(C(=O)NC2CC(C)(C)Cc3c2cnn3-c2ccccc2C)c(OC)c1OC (stereo unspecified)
  -6, 7, 107, 5, -7, 103, 108, 8
- O=c1[nH]c2cc(Cl)cc(Cl)c2[nH]c1=O
  -14, 11, 99, 3, 0, 103, 101, 2
- COc1ccccc1NC(=S)NCCc1ccccc1
  -12, 1, 113, 6, 7, 109, 99, -9
- CC(C)(C)c1ccc(C(CC(=O)O)NS(=O)(=O)Cc2ccccc2)cc1 (stereo unspecified)
  4, -4, 99, 0, -2, 88, 98, 5
- Cc1ccccc1NC(=O)COc1nsnc1N1CCOCC1
  -4, 4, 105, 2, 4, 98, 98, -2
- C/C(N)=C(/C#N)C(=O)CSc1nnc(Nc2cccc(C)c2)s1
  0, 10, 86, 9, 9, 91, 86, -4
- COc1ccc(C(=O)O)cc1S(=O)(=O)N1CCN(Cc2ccc3c(c2)OCO3)CC1
  x, -9, 106, 0, x, 89, 99, 0
- O=C(c1ccccc1)N1CCN(c2ccc([N+](=O)[O-])cc2-n2cccc2)CC1
  -2, 0, 97, 1, 2, 117, 92, 6
- COc1cccc(CNC(=O)CCC2CCCN(C(=O)c3ccc(F)c(Cl)c3)C2)c1 (stereo unspecified)
  7, -3, 100, 0, 6, 101, 102, 10
- Cc1ccc(NC(=O)C2(N3CCC3=O)CCCCC2)cc1
  4, 2, 103, 2, -1, 94, 112, 2

(list continues)
SMILES	ZTA DNA inh	procasp7 counter	MEP2-GFP yeast	AHR act	EBNA-1 inhibitor	LAP4 TOR yeast	RPL19A TOR yeast	procasp3 activ
Cc1nc2c(C(=O)NCc3ccc4c(c3)OCO4)cnn2c(C)c1Cc1ccc(F)cc1Cl	-5	-1	97	0	1	99	96	-1
O=C(COC(=O)c1c2ccccc2cc2ccccc12)Nc1ncc(C(F)(F)F)cc1Cl	-8	-13	104	5	-11	95	101	7
CCOC(=O)N1CCN(C(=O)CCN2C(=O)/C(=C\c3cccc(OC)c3)SC2=S)CC1	10	-5	106	0	8	99	105	-4
COc1ccc(Cl)cc1NC(=O)CCN1C(=O)C2C3C=CC(C4CC34)C2C1=O (stereo unspecified)	-11	8	105	11	7	102	104	-2
Cc1cccc2sc(NC(=O)CSc3nc4ccccc4o3)nc12	1	4	103	25	1	100	102	-4
O=C(NCc1ccc(F)cc1)c1cnccn1	-12	8	102	0	0	89	106	3
O=C(Cc1ccccc1[N+](=O)[O-])NNC(=O)c1ccncc1	-4	2	102	3	x	99	102	3
Cc1cc(C)c(C)c(OCC(=O)NCC2CCCO2)c1 (stereo unspecified)	-4	-3	99	10	10	90	98	-6
CN1C(=O)Cc2cc(S(=O)(=O)NCCc3ccccc3)ccc21	12	-4	103	2	3	104	100	-3
CN(C)c1nc(N)c([N+](=O)[O-])c(N2CCCCCC2)n1	-9	0	104	-1	2	x	97	6
CCCOc1ccc(Cl)cc1/C=C1/C(=O)ON=C1C	-16	1	89	12	-21	112	103	-1
COc1ccc(-n2nc3c(=O)[nH][nH]c3cc2=O)cc1	-2	-3	98	-2	1	92	102	-5
O=C1c2ccccc2C(=O)N1CCCCN(C(=O)c1ccc([N+](=O)[O-])cc1)c1ccc(Cl)cc1	0	4	96	90*	3	105	99	-6
Cc1[nH]n(C)c(=O)c1C(=O)c1c(-c2c(Cl)cccc2Cl)noc1C	-8	-6	88	5	-9	100	97	-9
O=C(Cc1ccc(-c2ccccc2)cc1)Nc1ccccn1	-6	-5	111	0	1	85	98	6
O=C(/C=C/Nc1ccccc1)c1cnc(-c2ccccc2)s1	4	7	157	-8	-4	99	69	-8
COC(=O)c1sccc1NC(=O)CN(C)NS(=O)(=O)c1ccc(F)cc1	9	-3	102	2	-25	102	101	-5
CC12CCC(=O)N1C(C(=O)Nc1nc3ccccc3s1)CS2 (stereo unspecified)	5	2	105	20	x	111	105	2
C=CCn1c(=S)[nH]c2ccccc2c1=O	-3	3	102	0	5	115	102	6
CCOC(=O)C1=C(COC(=O)c2ccccc2[N+](=O)[O-])NC(=O)NC1C (stereo unspecified)	-6	-6	108	-1	3	109	106	11
Cc1ccccc1N(C(=O)c1csnn1)C(C(=O)NC1CCCC1)c1ccncc1 (stereo unspecified)	4	4	110	0	-3	100	100	-7
COc1cccc(-n2c(=S)sc3c(=O)n(-c4ccccc4OC)c(SCC4OCCO4)nc32)c1	8	12	105	0	5	104	100	-2
CN1CCc2c(C#N)c(N3CCCCC3)nc(N3CCOCC3)c2C1	7	0	171[may fluoresce violet]	-5	7	107[may fluoresce violet]	58[may fluoresce violet]	2
Cc1ccccc1C(=O)N=c1c(C#N)cc2c(=O)n3cccc(C)c3nc2n1Cc1ccco1	-12	-21	109[may fluoresce violet]	7	7	106[may fluoresce violet]	110[may fluoresce violet]	-17
COCc1ccc(C(=O)NC2CCCN(Cc3ccccc3F)C2)o1 (stereo unspecified)	5	3	92	0	2	102	96	7
CCCC(C(=O)NCc1ccc(OC)cc1)N(Cc1ccco1)C(=O)c1snc(C(N)=O)c1N (stereo unspecified)	-10	10	96	-1	-2	93	94	-1
COc1cccc(CC(=O)OCC(=O)N(C)CC(=O)Nc2ccccc2Cl)c1	-7	11	91	-2	x	93	91	3
Cc1nn(-c2ccccc2)c(C)c1C(=O)Nc1nnc(-c2ccco2)o1	-11	10	102	0	-4	107	99	1
COc1ccc(Oc2nc3ccccc3n(C)c2=O)cc1	4	1	106	-2	10	106	101	7
CCc1c(C)c(C#N)c2nc3ccccc3n2c1NCCOC	-2	0	100	23	15	86	101	-8
COc1ccc(CCN2CC(C(=O)Nc3ccccc3F)CC2=O)cc1OC (stereo unspecified)	-3	1	96	-1	-5	105	97	-2
Cc1ccc(C(=O)CSc2nnc(COc3ccccc3)o2)cc1	-13	-16	90	-5	-8	97	90	-3
CC(=O)Nc1ccc(S(=O)(=O)NCCc2cn3nc(C)c(C)nc3n2)cc1	14	1	93	0	10	97	97	-2
Nc1nnc(-c2ccccc2)s1	-15	6	107	4	4	92	98	5
CCc1ccc(OCc2nnc(SCC(=O)N3CCN(c4ccccc4)CC3)o2)cc1	0	-5	98	-1	1	98	100	10
COCCn1c(SCCCC(=O)c2ccc(Br)cc2)nnc1-c1ccncc1	-12	9	87	-1	10	83	85	11
CN(C)c1ccnc2sc(C(=O)c3ccc(Br)cc3)c(N)c12	-12	-1	105	-7	-6	96	103	9
NC(=O)C1CCN(S(=O)(=O)c2cccc(C(=O)O)c2)CC1	-21	8	99	1	10	x	96	-13
COc1ccc(NC(=O)C(C)Sc2ccccc2)cc1 (stereo unspecified)	-4	13	96	5	-12	98	98	-4
C[C@H](NC(=O)C1CCN(S(=O)(=O)c2ccccc2)CC1)C(=O)NCc1ccccn1	2	-5	85	-2	1	83	98	2
C/C(Cn1cnc([N+](=O)[O-])n1)=N\NC(=O)c1cccc(F)c1	1	17	106	7	4	106	96	0
Cc1nnc(SCC(=O)Nc2cccnc2Cl)s1	-24	6	99	0	-5	100	97	-1
